MT1-MMP txn act = MT1-MMP promoter transcription activation. HT1080 MT1-MMP promoter luciferase reporter, luminescence, overnight; hits give high values. activation factor at 10 µM. hit rate 0.16% among 86,000. AID 750;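 active = activation factor of at least 2 for MT1-MMP transcription at 10 µM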
FAK blocker = inhibitors of human focal adhesion kinase. hit rate 0.84% among 97,000. inhibition, %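 (tested at 7 µM)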. biochemical FAK kinase activity assay; in the data active = inhibition above about 19%;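 note: 0% = DMSO and 100% = reference compound high control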
Mac1 fbg inh = CD11b/CD18-fibrinogen binding inhibition; P05107+P11215; K562 CD11b/CD18 adhesion to fibrinogen, ATPlite luminescence; Mn2+ added to activate the integrin; inhibition, % at 10 µM; hit rate 0.54% among 93,000;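 active = primary inhibition of 50% or more at 10 µM, then 40% or more on retest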; note: some results filed as inactive read as strong as hits
ERa SRC1 inh = blocks coactivator binding to human estrogen receptor alpha; P03372; hit rate 1.7% among 86,000; TR-FRET ER-alpha LBD / SRC-1 peptide, estradiol-bound; inhibition, % at 25.6 µM; in the data active = inhibition above about 50%;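 note: 0% = receptor plus peptide control and 100% = peptide only without receptor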
Target sequence (P03372 whole entry, looked up, the tested form may be a part): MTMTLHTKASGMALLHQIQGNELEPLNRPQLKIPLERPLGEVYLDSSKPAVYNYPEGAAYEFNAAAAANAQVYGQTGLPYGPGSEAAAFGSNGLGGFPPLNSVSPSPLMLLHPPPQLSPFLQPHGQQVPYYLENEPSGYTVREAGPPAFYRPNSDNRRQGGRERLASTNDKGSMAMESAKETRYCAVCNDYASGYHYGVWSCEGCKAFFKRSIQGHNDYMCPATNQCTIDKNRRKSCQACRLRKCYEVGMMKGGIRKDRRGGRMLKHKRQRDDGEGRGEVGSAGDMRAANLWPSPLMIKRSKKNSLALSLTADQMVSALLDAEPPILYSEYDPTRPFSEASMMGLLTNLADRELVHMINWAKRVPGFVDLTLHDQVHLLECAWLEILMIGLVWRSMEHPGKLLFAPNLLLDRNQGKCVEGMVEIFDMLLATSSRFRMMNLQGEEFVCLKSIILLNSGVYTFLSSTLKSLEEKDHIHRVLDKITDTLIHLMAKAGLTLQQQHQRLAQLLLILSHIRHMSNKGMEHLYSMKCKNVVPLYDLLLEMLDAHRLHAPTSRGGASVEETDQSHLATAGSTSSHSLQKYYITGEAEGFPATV
ERa SRC1 pot = enhances coactivator binding to human estrogen receptor alpha; P03372; TR-FRET ERalpha-LBD/SRC-Cy5 coactivator binding, 2 h; 100 = basal binding, no effect; coactivator binding (% of control), % at 25.6 µM; hit rate 1.3% among 86,000; AID 639; in the data active = activity above about 200%;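 note: binding measured in presence of low estradiol as agonist stimulus; 0% = peptide alone without receptor and 100% = receptor with peptide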
CD11b adhes enh = enhancers of human CD11b/CD18 binding to fibrinogen. hit rate 0.07% among 93,000. P05107+P11215. K562 CD11b/CD18 adhesion to fibrinogen, ATPlite luminescence. activation, % at 10 µM. AID 1499;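 active = 10 µM primary screen giving 50% or more activity, confirmed by 40% or more on retest at that dose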; note: strong numbers were not always called active; reference of the scale not given here
ERb coact inh = ER-beta (human) coactivator binding inhibition; Q92731; inhibition, % at 25.6 µM; hit rate 1.3% among 86,000; AID 633; TR-FRET ER-beta LBD / SRC1-Cy5 peptide binding; receptor agonist-loaded with 1 µM estradiol;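 active = compounds whose percent inhibition of the receptor-coactivator binding signal exceeds about 50% in the single-dose screen, limit read from the data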;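 note: 0% = receptor plus peptide wells without compound and 100% = peptide-only wells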
E coli WT exp = blocks growth of wild type E. coli BW25113 | OD600 absorbance | growth inhibition, % at 100 µM | hit rate 0.15% among 98,000;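 active = growth inhibition above about 50% at one test dose, limit read from the data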;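 note: growth measured after 20 h incubation at 37 °C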
PLAP activator = human PLAP activation. P05187. purified PLAP enzyme, luminescent substrate read-out; hits give high values. activation fold at 20 µM. hit rate 1.2% among 96,000; in the data active = activation fold above about 2
Target sequence (P05187 whole entry, looked up): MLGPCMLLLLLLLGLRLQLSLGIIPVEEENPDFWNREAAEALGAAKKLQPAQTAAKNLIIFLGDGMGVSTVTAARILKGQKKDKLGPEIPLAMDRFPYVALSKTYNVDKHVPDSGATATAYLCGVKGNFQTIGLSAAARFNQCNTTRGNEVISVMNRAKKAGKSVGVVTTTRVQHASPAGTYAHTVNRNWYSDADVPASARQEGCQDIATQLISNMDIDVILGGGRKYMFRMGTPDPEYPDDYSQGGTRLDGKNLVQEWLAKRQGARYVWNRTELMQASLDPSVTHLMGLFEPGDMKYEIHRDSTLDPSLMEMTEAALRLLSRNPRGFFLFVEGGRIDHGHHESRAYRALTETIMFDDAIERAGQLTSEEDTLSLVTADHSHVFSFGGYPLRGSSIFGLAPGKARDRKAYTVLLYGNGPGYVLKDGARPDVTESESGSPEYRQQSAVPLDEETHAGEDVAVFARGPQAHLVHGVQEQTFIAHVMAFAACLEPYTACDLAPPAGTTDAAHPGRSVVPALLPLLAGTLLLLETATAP
The depositor's hits bear a star; . = no result given; [ ] = another dose, or the depositor's remark.

SMILES	MT1-MMP txn act	FAK blocker	Mac1 fbg inh	ERa SRC1 inh	ERa SRC1 pot	CD11b adhes enh	ERb coact inh	E coli WT exp	PLAP activator
COc1ccc(C(=O)Nc2oc(-c3ccccc3)c(-c3ccccc3)c2C#N)cc1OC	1.1	0	5	-5[fluorescence artefact?]	96[fluorescence artefact?]	78	-10	-8	1.4
C/C=C(\C)c1nnc(NC(=O)C(C)C)s1	1.2	-2	-28	-7	121	2	-13	4	0.8
CCOC(=O)CN(Cc1ccccc1)S(=O)(=O)c1ccc(NC(C)=O)cc1	1.2	-3	6	.	.	0	.	-7	1
N#Cc1nc(-c2ccc(OCc3ccccc3)cc2)oc1NCc1ccco1	1	10	-2	4[fluorescence artefact?]	116	1	2[fluorescence artefact?]	-7	0.9
COc1cccc(NC(=O)C(NCCC(C)C)c2ccccc2)c1 (stereo unspecified)	.	0	-16	.	.	-3	.	6	0.8
O=C(Nc1ccc(N2CCCC2)cc1)C(Cl)c1ccccc1 (stereo unspecified)	1.3	2	-18	59*	47[fluorescence artefact?]	3	50*	2	1.2
Cc1occc1C(=O)N1CCN(C(=O)C2CCCO2)CC1 (stereo unspecified)	1.1	.	-6	-2	118	-3	1	1	1.2
CCOc1cc(C2C(C(=O)N3CCCCC3)=C(C)NC3=C2C(=O)CCC3)cc(Br)c1O (stereo unspecified)	1.1	-2	28	-2	98	-6	4[fluorescence artefact?]	-9	1.3
CNC(=O)c1cc2ccccc2o1	1.2	-2	.	-3	131	.	-17	1	.
Cc1ccc(-c2cn3c(=S)[nH]nc3s2)cc1	1.1	3	.	-20[fluorescence artefact?]	72	.	7	4	1.3
CCc1ccc(N(C(=O)c2ccco2)C(C(=O)NC2CCCC2)c2ccco2)cc1 (stereo unspecified)	1.3	-1	.	1	100	.	-11	.	.
Cc1cc(C)n(Cc2ccc(Cl)cc2Cl)c(=O)c1S(=O)(=O)c1ccccc1	.	-1	21	.	.	-1	.	-16	1
CCOc1ccc(S(=O)(=O)NCc2ccccn2)cc1	1.2	-2	3	-1	111	0	-3[fluorescence artefact?]	6	2*
COc1ccc(C(=O)CSC2=C(C#N)C3(CCCCC3)C(C#N)=C(N)N2)cc1	1	8	15	4	100	-3	-7	-8	1.3
COC(=O)/C=C(\C)NC(=O)c1ccccc1Cl	1.1	-2	2	6	102	-1	1	14	1.1
Cc1ccc(CNC(=O)CCNS(=O)(=O)c2ccc(C)cc2)cc1	1.2	2	-13	-4	107	-2	-27	1	0.8
Cc1ccc(C)c(S(=O)(=O)N/N=C2/CCCc3ccccc32)c1	.	-1	15	.	.	-2	.	5	1
CCC1(C(=O)O)NC(c2cccc(OC)c2O)C2C(=O)N(c3ccccc3)C(=O)C21 (stereo unspecified)	1.1	.	-1	-9	123	-5	-1	0	1.1
Cc1cc(NC(=O)COn2nnc3ccccc32)no1	1	6	-20	0[fluorescence artefact?]	91	0	-5	15	1.2
Cc1cc2cc3c(cc2nc1SCC(=O)OC(C)C)OCCO3	.	5	-1	.	.	-4	.	-8	0.9
COc1ccccc1C1C=C(c2ccccc2)Nc2nnnn21 (stereo unspecified)	1.4	1	.	1	130	.	-1	.	.
Cc1oc(-c2ccc(Cl)cc2)cc1-c1nn2c(-c3ccco3)nnc2s1	1.5	.	-5	46[fluorescence artefact?]	95[fluorescence artefact?]	4	45	.	1.2
CCOc1cc(C=O)ccc1OCCSc1ccc(C)cc1	.	4	37	.	.	-3	.	0	1.3
O=C(NCc1ccco1)C(c1cccs1)N(Cc1ccccc1)C(=O)Cn1nnc2ccccc21 (stereo unspecified)	1.2	-2	-4	4	131	1	0	-8	0.9
CC(=O)c1c(C)[nH]c(C)c1C(C)=O	1.2	-4	-3	-4	107	0	5	-1	0.9
SMILES	MT1-MMP txn act	FAK blocker	Mac1 fbg inh	ERa SRC1 inh	ERa SRC1 pot	CD11b adhes enh	ERb coact inh	E coli WT exp	PLAP activator
COc1cc(C(=O)O)cc(OC)c1OCc1cc(C(=O)O)oc1C	1	2	-15	5	77	-4	13[fluorescence artefact?]	-1	1.2
COc1ccc(-c2nc(NC(=O)c3cc(C(C)(C)C)nn3C)sc2C)cc1	1.3	2	49	-6	114	-4	-4	-10	1.7
Cn1c(SCC(=O)NC2CCCCCC2)nnc1-c1cccs1	1	.	-8	-6[fluorescence artefact?]	105	2	-7	3	0.9
CC(=O)c1c(C)[nH]c(C(=O)OCC(=O)C(C)(C)C)c1C	1.1	1	0	-9	103	-1	0	-4	0.9
COc1ccc(-c2nncnn2)cc1	1.2	2	.	-9	95	.	-5	.	.
O=C(CCCCCn1c(=O)[nH]c2ccccc2c1=O)N1CCN(Cc2ccc3c(c2)OCO3)CC1	1.1	5	9	-6	114	2	-16	-1	1.5
COC(=O)c1ccccc1NC(=O)Nc1cc(C)cc(C)n1	1.1	0	-51	-6	100	0	10	-5	0.9
Cc1ccc(S(=O)(=O)NC(=O)NC(C)(C)C)cc1	1.3	.	-9	2[fluorescence artefact?]	98	-2	1	5	1
COCCNC(=O)C(c1ccco1)N(C(=O)Cn1nnc2ccccc21)c1ccc(C)cc1C (stereo unspecified)	1.2	-2	-29	0	73[fluorescence artefact?]	7	2	-5	1.7
N#Cc1c(NC(=O)CSc2nc(N)cc(=O)[nH]2)sc2c1CCCCCC2	0.9	-1	18	-42	110	-4	1[fluorescence artefact?]	-7	1
CCOC(=O)CC1(C)NC(=O)c2c(C)sc(C(=O)OCC)c2N1 (stereo unspecified)	1.4	-3	-11	11[fluorescence artefact?]	103	-6	15	1	1
CCOC(=O)Cn1c(=O)c2c(nc(N3CCCCC3)n2C)n(C)c1=O	1.1	8	-4	-1	103[fluorescence artefact?]	-1	1	0	1.5
NC(=O)C1CCN(c2oc(-c3ccccc3F)nc2S(=O)(=O)c2ccc(Cl)cc2)CC1	1	-1	-24	6	98	0	-6[fluorescence artefact?]	-3	0.8
CC1Cc2cc(/C(O)=C3\C(=O)C(=O)N(CCN(C)C)C3c3ccccc3F)ccc2O1 (stereo unspecified)	1.1	3	-52	.	.	8	.	-10	1.2
O=C(CN1CCN(C(=O)c2ccccc2)CC1)Nc1ccc(Br)cn1	0.8	-9	-6	-2	96[fluorescence artefact?]	5	1	2	1.2
COc1cc(Cc2nc3ccc(S(=O)(=O)N4CCOCC4)cc3[nH]2)cc(OC)c1OC	.	-1	4	.	.	4	.	0	1.6
CC(=O)Nc1ccccc1-c1nnc(SCc2ccccc2Cl)[nH]c1=O	1.1	-3	-51	1	88	-1	4	5	1.4
Cc1cc(Nc2ccccc2)n(C(=O)c2ccccc2)n1	1.8	3	-8	0	101	-1	-2	5	1.3
Cc1cc2cc(CNC(=O)c3cc4ccccc4o3)ccc2n1C	1	1	-12	.	.	13	.	-9	1.1
COc1cc(-c2nnc3sc(C4CCCCC4)nn23)cc(OC)c1OC	0.9	1	-7	.	.	-4	.	-11	1.5
O=C(COc1ccc(Cl)cc1Cl)N(Cc1ccco1)C1CCS(=O)(=O)C1 (stereo unspecified)	1.2	5	-10	4[fluorescence artefact?]	105	-3	1[fluorescence artefact?]	8	1.2
O=C(N/N=C/c1cccc(Oc2ccc([N+](=O)[O-])cc2[N+](=O)[O-])c1)c1cncc(Br)c1	1	12	14	96*	23[fluorescence artefact?]	-2	39	-8	1.1
COC(=O)C1=C(C)Nc2nnnn2C1c1ccc(Cl)cc1Cl (stereo unspecified)	1.1	-7	-42	-10	100	2	-17	2	0.8
COc1ccc(C(=O)NC(=S)N2CCC(C)CC2)cc1	1.4	-1	3	-9	111	4	-1	1	1.1
Oc1cccc(/C=N/c2c(-c3ccco3)nc3ccccn23)c1	1.2	7	-4	.	.	-2	.	8	0.9
SMILES	MT1-MMP txn act	FAK blocker	Mac1 fbg inh	ERa SRC1 inh	ERa SRC1 pot	CD11b adhes enh	ERb coact inh	E coli WT exp	PLAP activator
CS(=O)(=O)N(CC(=O)NCc1ccccn1)c1ccc2c(c1)OCCO2	1.1	-2	2	1	80	1	-3	6	1
O=C(NCC1COc2ccccc2O1)C1C2C=CC3(CN(Cc4cccs4)C(=O)C13)O2 (stereo unspecified)	1	6	.	0	111	.	-1	6	1.1
Cc1cccc(-c2csc(N)c2C(=O)OC(C)C)c1	1	2	.	-5	74	.	2	.	.
OCCN(Cc1ccccc1)Cc1cccc(C(F)(F)F)c1	1.3	2	-20	-6	89	2	9	12	1
Cc1ccc(C2(CC(=O)O)CCOC(C)(C)C2)cc1 (stereo unspecified)	1.1	2	.	-4[fluorescence artefact?]	115[fluorescence artefact?]	.	-5[fluorescence artefact?]	.	.
CCN(CC)CCOC(=O)c1ccc(NC(=O)CCNC(=O)Cn2ccc3ccccc3c2=O)cc1	.	.	2	.	.	-1	.	1	1.3
Cc1cccc(Oc2ccc(C(=O)NC3CCSC3=O)cn2)c1C (stereo unspecified)	.	-14	7	.	.	-6	.	3	1.3
CCc1nnc(NC(=O)CSc2nnc(CNc3cccc(C)c3)n2-c2ccccc2)s1	1.1	2	0	12	117	-3	8[fluorescence artefact?]	-4	1.5
Cc1nn(C(C)C(=O)N2CCCCC2)c(=O)c2c1sc1ccccc12 (stereo unspecified)	1.2	0	4	.	.	2	.	-1	1
COc1ccc(Nc2nc(C)cc(=O)[nH]2)c(OC)c1	.	1	4	.	.	-3	.	5	1
CCOC(=O)C(CC)/C(C)=N/NC(=O)c1ccccc1[N+](=O)[O-] (stereo unspecified)	.	-4	-7	.	.	13	.	9	1.1
CCOC(=O)c1ccccc1NC(=O)c1ccc2c(=O)n3c(nc2c1)CCCCC3	1.1	-1	.	0	96[fluorescence artefact?]	.	4	.	.
Cc1ccc(C(=O)N2CCN(C3c4cccc5cccc(c45)C3NS(=O)(=O)c3ccccc3)CC2)cc1 (stereo unspecified)	1.2	-8	.	0	88	.	-3	-3	1.3
CN1CCN(S(=O)(=O)c2ccc(NC(=O)Nc3cccc(Cl)c3)cc2)CC1	1.3	-1	.	-6	104	.	-1	30	1.2
Nc1nonc1C(=O)NCCN=Cc1cc(Cc2ccccc2)cc(Br)c1O	1.2	5	-8	26	55	-4	21[fluorescence artefact?]	26	1.1
Cc1[nH]nc(-c2ccc(O)c(C)c2O)c1-c1cnn(-c2ccccc2)c1	0.9	9	-17	-6[fluorescence artefact?]	84[fluorescence artefact?]	3	-4	4	1.9
CC(C)C(C(=O)Nc1ccc(S(=O)(=O)N2CCOCC2)cc1)N1C(=O)c2ccccc2C1=O (stereo unspecified)	1.2	2	3	9[fluorescence artefact?]	120	-4	2[fluorescence artefact?]	7	1.2
CCOC(=O)N1CCC(N2C(=O)c3ccccc3C2Nc2ccc3c(c2)OCCO3)CC1 (stereo unspecified)	1.4	-6	4	8	92	-6	5	0	1.6
Cc1cc(C)nc(NS(=O)(=O)c2ccc(NC(=O)CCC3COc4ccccc4O3)cc2)n1 (stereo unspecified)	1	0	-20	-14	105	4	-17	5	1.4
Cc1cccc(C(=O)NCCc2nnc(SCC(=O)Nc3nc(C)cs3)n2C)c1	.	0	-25	3	100	-1	-1	-4	1
O=C(CN1CCN(S(=O)(=O)c2ccc(Cl)cc2)CC1)NC(=O)NC1CCCCC1	.	0	7	.	.	2	.	-1	2*
CCCCn1c(Cl)nc2c1c(=O)n(C)c(=O)n2C	1.1	2	.	-6	134	.	-10	4	1.3
O=c1oc2ccccc2c2c1nc(C(F)(F)F)n2-c1ccccc1	1	0	-2	-2	109	-5	-8	-10	1
CC(=O)c1cnc(N(C)C)s1	1	-1	.	-16	105	.	-24[fluorescence artefact?]	.	.

Fetched by structure from the entries so far (five):
SMILES	MT1-MMP txn act	FAK blocker	Mac1 fbg inh	ERa SRC1 inh	ERa SRC1 pot	CD11b adhes enh	ERb coact inh	E coli WT exp	PLAP activator
O=C(NCC1COc2ccccc2O1)C1C2C=CC3(CN(Cc4cccs4)C(=O)C13)O2 (stereo unspecified)	1	6	.	0	111	.	-1	6	1.1
O=C(CN1CCN(S(=O)(=O)c2ccc(Cl)cc2)CC1)NC(=O)NC1CCCCC1	.	0	7	.	.	2	.	-1	2*
Cc1cccc(-c2csc(N)c2C(=O)OC(C)C)c1	1	2	.	-5	74	.	2	.	.
CS(=O)(=O)N(CC(=O)NCc1ccccn1)c1ccc2c(c1)OCCO2	1.1	-2	2	1	80	1	-3	6	1
Nc1nonc1C(=O)NCCN=Cc1cc(Cc2ccccc2)cc(Br)c1O	1.2	5	-8	26	55	-4	21[fluorescence artefact?]	26	1.1

Source: PubChem BioAssay (several laboratories)

An unsorted share of the library (roughly 5.1% active in at least one column).
